Apoferritin bind = binds horse apoferritin like a general anesthetic; apoferritin/1-aminoanthracene competitive binding, fluorescence; Potency, µM (series often up to 77.5 µM), for inactives: top-dose activity change, negative = displacement, usual class: inhibitors; AID 485281; P02791; 350,000 tested, 0.074% active; also: potency is read from the fitted curve at half-maximal effect; % is scaled to controls: 0 for no effect and ±100 for the full control effect; nearly all actives have a fitted effect of over 20% in size
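Read-out: endpoint 1-AMA fluorescence, excitation 380 nm and emission 535 nm, after compounds sit 10 min at room temperature with 10 uM horse-spleen apoferritin in 50% saturated 1-AMA/PBS. Values come from four-parameter Hill fits.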
POLK inh = DNA polymerase kappa (human) inhibition | 400,000 tested, 0.53% active | Potency, µM (series often up to 107 µM), for the others: top-dose activity, negative = inhibition, actives largely listed as inhibitors | purified Pol kappa, fluorescent DNA synthesis assay, 10 min | Q9UBT6; also: potency is read from the fitted curve at half-maximal effect; % is scaled to controls: 0 for no effect and ±100 for the full control effect
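Activity was followed as the change in fluorescence between reads at 0 and 10 min after starting the reaction with 50 nM substrate. Beforehand, 10 nM polymerase had been preincubated with compound for 15 min at room temperature.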
POLB inh = blocks human DNA polymerase beta activity; Potency, µM (doses to about 114 µM), for the others: at the top dose activity change, negative = inhibition, usual class: inhibitors; 340,000 tested, 1.3% active; AID 485314; Pol beta primer extension/strand displacement, fluorescence kinetic; P06746; also: potency is read from the fitted curve at half-maximal effect; % is scaled to controls: 0 for no effect and ±100 for the full control effect
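Curves were derived by four-parameter Hill fits of normalized qHTS data. The kinetic fluorescent primer-extension read was taken at 0 and 10 min after 50 nM substrate, following a 15 min room-temperature preincubation of 10 nM enzyme with compounds.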
BLM inh = inhibitors of human Bloom syndrome helicase BLM; P54132; 350,000 tested, 0.2% active; recombinant BLM DNA unwinding, fluorescence dequenching; Potency, µM (highest dose often 56.1 µM), without a hit: at the highest dose activity change, negative = inhibition, actives largely listed as inhibitors;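 also: potency is read from the fitted curve at half-maximal effect; plate controls were vehicle for no effect and no enzyme for full effect; nearly all actives have a fitted effect of over 35% in size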
POLH inh = DNA polymerase eta (human) inhibition; Q9Y253; recombinant Pol eta, fluorescent DNA replication assay; Potency, µM (series often up to 114 µM), for the others: at the highest dose activity change, negative = inhibition, most hits filed as inhibitors; 390,000 tested, 1.2% active; AID 588591; also: potency is read from the fitted curve at half-maximal effect; % is scaled to controls: 0 for no effect and ±100 for the full control effect
Target sequence (Q9Y253 whole entry, looked up): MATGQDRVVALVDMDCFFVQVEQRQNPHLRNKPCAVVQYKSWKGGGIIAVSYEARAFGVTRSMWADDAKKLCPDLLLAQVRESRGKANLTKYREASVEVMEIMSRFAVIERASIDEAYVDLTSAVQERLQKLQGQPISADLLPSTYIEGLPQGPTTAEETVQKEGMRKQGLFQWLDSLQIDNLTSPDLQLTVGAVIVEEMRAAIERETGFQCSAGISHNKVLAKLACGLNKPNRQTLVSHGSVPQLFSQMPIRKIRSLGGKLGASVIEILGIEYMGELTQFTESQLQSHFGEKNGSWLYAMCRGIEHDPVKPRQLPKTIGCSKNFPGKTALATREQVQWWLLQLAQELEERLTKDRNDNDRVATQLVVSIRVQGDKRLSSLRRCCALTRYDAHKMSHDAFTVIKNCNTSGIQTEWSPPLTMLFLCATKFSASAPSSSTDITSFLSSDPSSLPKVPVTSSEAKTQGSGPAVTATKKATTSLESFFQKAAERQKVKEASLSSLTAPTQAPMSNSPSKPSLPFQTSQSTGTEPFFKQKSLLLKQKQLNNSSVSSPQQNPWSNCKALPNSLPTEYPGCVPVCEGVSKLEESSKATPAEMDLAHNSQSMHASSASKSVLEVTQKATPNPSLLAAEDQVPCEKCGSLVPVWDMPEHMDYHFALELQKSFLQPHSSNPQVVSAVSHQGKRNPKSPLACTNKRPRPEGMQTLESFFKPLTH
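Fluorescent replication assay: 50 nM final substrate added after a 15 min room-temperature compound preincubation with 10 nM enzyme. Signal taken at 0 min and again at 10 min.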
Glioma ERSR ind = inducers of ER stress response in human glioma cells; U87-MG GRP78 promoter luciferase reporter, 16 h; Potency, µM, for inactives: at the top dose activation, usual class: activators; 420,000 tested, 0.02% active; AID 602332; also: potency is read from the fitted curve at half-maximal effect; series mostly up to about 76 µM; % of control where 0% means no effect; nearly all actives have a fitted effect of over 35% in size
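Stably transfected U87-MG glioma cells carrying a GRP78-based luciferase sensor; 16 h compound incubation. Luminescence end-point read 10 min after Bright-Glo addition at room temperature.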
LDHA block = inhibitors of human lactate dehydrogenase A | P00338 | purified LDHA, NADH/diaphorase-resazurin fluorescence; stronger effect = lower value | activity change, % (values are at about 110 or 230 µM) | 480,000 tested, 0.15% active; in the data active = activity change below about -30%; inconclusive = mostly about -25% to -30%;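 also: plate controls were DMSO wells for no effect and wells without enzyme for full effect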
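Enzyme activity of human lactate dehydrogenase 5 (2 nM; 0.06 mM NADH, 0.2 mM pyruvate, 5 min, RT) is measured via a resazurin/diaphorase fluorescence readout of residual NADH.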
APE1 inh = APE1 (human) endonuclease inhibition | P27695 | recombinant APE1, TAMRA/BHQ-2 abasic DNA cleavage fluorescence | Potency, µM (highest dose often 65.8 µM), inactives show at the highest dose activity change, negative = inhibition, actives largely listed as inhibitors | 350,000 tested, 0.35% active | AID 2517;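 also: potency is read from the fitted curve at half-maximal effect; plate controls were vehicle for no effect and reference inhibitor for full effect; nearly all actives have a fitted effect of over 55% in size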
Target sequence (P27695 whole entry, looked up): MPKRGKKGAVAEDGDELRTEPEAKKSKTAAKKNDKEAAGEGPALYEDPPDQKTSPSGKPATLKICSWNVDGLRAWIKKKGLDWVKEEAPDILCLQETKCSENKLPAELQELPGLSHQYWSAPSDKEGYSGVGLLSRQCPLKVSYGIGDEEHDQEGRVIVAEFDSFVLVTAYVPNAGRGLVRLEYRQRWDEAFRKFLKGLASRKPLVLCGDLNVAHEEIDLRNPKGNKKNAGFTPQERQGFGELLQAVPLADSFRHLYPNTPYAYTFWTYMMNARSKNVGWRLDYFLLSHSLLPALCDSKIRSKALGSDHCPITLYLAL
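Compound pre-exposure to 0.75 nM APE1, 15 min at ambient temperature. Reaction initiated with 50 nM TAMRA/BHQ-2 THF substrate, read immediately in kinetic mode, 525 nm excitation, 598 nm emission.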
POLI inh = inhibitors of human DNA polymerase iota. Pol iota fluorescent replication assay, 10 min. Potency, µM (top dose mostly 115 µM), without a hit: top-dose activity, negative = inhibition, actives largely listed as inhibitors. 390,000 tested, 1% active. AID 588590; also: potency is read from the fitted curve at half-maximal effect
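Pol iota at 10 nM preincubated 15 min with compounds at room temperature; reaction started with fluorescent substrate, 50 nM final. Fluorescence read kinetically at 0 and 10 min; buffer-only wells as negative control.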
Starred values were filed as active, the others as inactive; u = inconclusive; x = no result given; & = joins results of further samples; [ ] = another dose, or the depositor's remark. Unless noted, calls follow the shape of the dose curve; as a rule, active = well fitted curve in the direction sought with a large enough effect; inconclusive = small, poorly fitted or top-dose-only effect, or another doubt; inactive = no such curve, though single readings can be large; an effect the other way counts as inactive or inconclusive.

Field names – A = Apoferritin bind; B = POLK inh; C = POLB inh; D = BLM inh; E = POLH inh; F = Glioma ERSR ind; G = LDHA block; H = APE1 inh; I = POLI inh
O=C(NC1CCCCC1)N1CCN(CCc2ccccc2)CC1
  A: -11%; B: -5%; C: -10%; D: 2%; E: -4%; F: -5%; G: -9; H: -2%; I: -2%[58.9 µM]

COc1ccccc1OC(=O)c1cc2ccccc2oc1=O
  A: -9%; B: -16%; C: 11%; D: 2%; E: -11%; F: 4%; G: -2; H: 22%; I: 21%

O=C(COC(=O)CCC(=O)c1cccs1)Nc1ccccc1[N+](=O)[O-]
  A: -21%; B: 21%; C: 4%; D: 1%; E: 0%; F: -1%; G: 0; H: 2%; I: 17%

Cn1nnnc1Sc1ncnc2scc(-c3ccccc3Cl)c12
  A: x; B: -6%; C: x; D: x; E: -18%; F: -10%; G: -5&0; H: 3%; I: 7%

N#CCCN1CCN(C(=S)c2ccc(-c3ccc(Cl)c(Cl)c3)o2)CC1
  A: u; B: -18%; C: -29%; D: -5%; E: -8%; F: 3%; G: -2; H: -5%; I: -2%

CC[C@H](C)[C@H](NC(=O)[C@H](Cc1ccccc1)NC(=O)[C@H](CCC(=O)O)NC(=O)[C@H](CCCCN)NC(=O)[C@H](C)NC(=O)[C@H](C)NC(=O)[C@H](CCC(N)=O)NC(=O)CNC(=O)[C@H](CCC(=O)O)NC(=O)[C@H](CC(C)C)NC(=O)[C@H](Cc1ccc(O)cc1)NC(=O)[C@H](CO)NC(=O)[C@H](CO)NC(=O)[C@@H](NC(=O)[C@H](CC(=O)O)NC(=O)[C@H](CO)NC(=O)[C@@H](NC(=O)[C@H](Cc1ccccc1)NC(=O)[C@@H](NC(=O)CNC(=O)[C@H](CCC(=O)O)NC(=O)[C@H](C)NC(=O)[C@@H](N)Cc1cnc[nH]1)[C@@H](C)O)[C@@H](C)O)C(C)C)C(=O)N[C@@H](C)C(=O)N[C@@H](Cc1c[nH]c2ccccc12)C(=O)N[C@@H](CC(C)C)C(=O)N[C@H](C(=O)N[C@@H](CCCCN)C(N)=O)C(C)C
  A: 3%; B: 15%[60.1 µM]; C: x; D: 1%; E: x; F: -6%; G: x; H: u; I: x

Cc1ccc(S(=O)(=O)Nc2cccc(-c3ccc4nnc(C)n4n3)c2)s1
  A: -4%; B: -7%; C: 1%; D: -2%; E: -26%; F: -1%; G: -2; H: 2%; I: 55%[activator]

Cc1ccc(NC(=O)c2nsc(Cl)c2Cl)cc1
  A: 2%; B: -13%; C: 0%; D: 1%; E: -14%; F: -5%; G: -11; H: -3%; I: u

c1cncc(-c2cn(C[C@H]3CC[C@H](Cn4cc(-c5cccnc5)nn4)O3)nn2)c1
  A: x; B: 0%; C: x; D: x; E: 0%; F: 0%; G: -3; H: -2%; I: -17%

Cc1noc(C)c1NC(=O)N(C)C[C@@H]1Oc2c(NC(=O)NC(C)C)cccc2C(=O)N([C@@H](C)CO)C[C@@H]1C
  A: x; B: 13%; C: x; D: x; E: -15%; F: 0%; G: 4; H: 21%; I: u

O=C(CCc1nnc(C2(c3ccc(Cl)cc3)CCC2)o1)NCCCn1cccn1
  A: -7%; B: 8%; C: 2%; D: 1%; E: 5%; F: -3%; G: -5; H: -4%; I: 12%

O=c1cc(N2CCN(c3ccccc3Cl)CC2)[nH]c(=O)n1Cc1ccc(F)cc1
  A: -2%; B: -11%; C: 0%; D: -2%; E: 9%; F: -1%; G: -14; H: 3%; I: 26%

Cn1c(/N=C/c2c[nH]c3ccccc23)nc2ccccc21
  A: -14%; B: -11%; C: -12%; D: -2%; E: -2%; F: 2%; G: 1; H: 4%; I: 5%

Cc1cc(Br)ccc1NC(=O)CN(C)C(=O)CSC(=S)N1CCCC1
  A: x; B: -3%; C: x; D: x; E: -18%; F: -2%; G: 2; H: 46%; I: -1%

NC(=S)N/N=C/c1cc([N+](=O)[O-])ccc1Cl
  A: -4%; B: -8%; C: 44%; D: -2%; E: -2%; F: 1%; G: -9; H: u; I: -6%

O=C(CN1C(=O)C2C3C=CC(C3)C2C1=O)OCC(=O)c1ccc(Cl)cc1 (centres undefined)
  A: u; B: 4%; C: -1%; D: -1%; E: -14%; F: 6%; G: -3; H: 6%; I: 16%

Cc1cc(NC(=O)Cn2nc(C(=O)O)c3ccccc3c2=O)ccc1Br
  A: -10%; B: -5%; C: 13%; D: -30%; E: u; F: -6%; G: -2; H: 0%; I: 38%[activator]

COc1ccc(C2C(C#N)=C(N)Oc3cc4c(cc32)OCO4)cc1 (centres undefined)
  A: -4%; B: -10%; C: -25%; D: -6%; E: -7%; F: -3%; G: 6; H: 3%; I: u

N#C/C=C/C(=C\Nc1ccc(Cl)cc1)S(=O)(=O)c1ccccc1
  A: -7%; B: 6%; C: 28%; D: -6%; E: -16%; F: -2%; G: -3; H: 32%; I: -22%

Cc1nccn1CCCNC(=O)C1CCC(=O)N(Cc2ccccc2F)C1 (centres undefined)
  A: -3%; B: -9%; C: 24%; D: 1%; E: -10%; F: -2%; G: -7; H: -3%; I: -1%

CSc1ccccc1C(=O)N1CCN(c2cccc(Cl)c2)CC1
  A: -13%; B: -6%; C: -1%; D: -7%; E: -9%; F: -5%; G: 7; H: -2%; I: -12%

Oc1ccc2ccccc2c1N=Nc1ccccc1F
  A: -18%; B: -6%; C: -22%; D: -2%; E: -11%; F: -1%; G: 4; H: -3%; I: 13%

COc1cc(C=C2C(=O)OC(c3ccccc3)OC2=O)cc(Br)c1O (centres undefined)
  A: -5%; B: -10%; C: -1%; D: -5%; E: -15%; F: -3%; G: 5; H: 9%; I: -6%

CCSC1=NC2(CCN(C(=O)NC3CCCCC3)CC2)N=C1c1ccc(Cl)cc1
  A: -18%; B: 1%; C: 0%; D: -4%; E: -11%; F: -3%; G: 1; H: x; I: 12%

Cc1cccc(C=Nc2ccc3c(c2)oc2ccccc23)c1O
  A: 3%; B: -5%; C: -7%; D: 4%; E: -17%; F: 2%; G: -5; H: 6%; I: 14%

CCCOc1ccc(-c2nn(-c3ccccc3)cc2C2NC(=O)NC(C)=C2C(=O)OC)cc1 (centres undefined)
  A: -4%; B: -17%; C: -12%; D: -17%; E: -22%; F: -2%; G: 0; H: x; I: -7%

COc1cccc(-c2c(C(=O)N/N=C/c3ccc(C)s3)nnn2-c2nonc2N)c1
  A: 2%; B: -9%; C: -1%; D: -12%; E: u; F: -3%; G: 0; H: 10%; I: -20%

CN(C)CCC(=O)N1c2ccccc2Sc2ccc(Cl)cc21
  A: -10%; B: -9%; C: 14%; D: -4%; E: -20%; F: -6%; G: -4; H: -2%; I: u

CC(C)COC(=O)C(C#N)c1nc2ccccc2nc1N1CCN(Cc2ccccc2)CC1 (centres undefined)
  A: 5%; B: -10%; C: 19%; D: -3%; E: 3%; F: 0%; G: 3&-5; H: 2%; I: -7%

CCN(CC)C(=O)Nc1ccc(C(=O)OC)cc1
  A: -11%; B: 3%; C: 14%; D: -2%; E: -12%; F: 0%; G: -10; H: 2%; I: -1%

O=S(=O)(Nc1ccc(Cl)cn1)c1cccc(S(=O)(=O)c2ccccc2)c1
  A: -4%; B: -21%; C: 42%; D: 2%; E: -2%; F: 6%; G: -10; H: 7%; I: -4%

CCOC(=O)C1CCCN(c2nc3c(S(=O)(=O)c4ccc(C)c(C)c4)nnn3c3ccc(Cl)cc23)C1 (centres undefined)
  A: 89%[activator]; B: -6%; C: 2%; D: -4%; E: -26%; F: -4%; G: -1; H: x; I: 36%[activator]

CCOc1ccccc1NC(=S)N(CCC(C)C)C1CCN(C(C)=O)CC1
  A: -4%; B: -22%; C: 6%; D: -7%; E: 4%; F: -4%; G: -4; H: -6%; I: 0%

O=C(NC1CCCCC1)C(c1ccco1)N(C(=O)c1csnn1)C1CCCC1 (centres undefined)
  A: -13%; B: -5%; C: 0%; D: -1%; E: -15%; F: -2%; G: -7; H: -9%; I: -11%

Cc1cccc(Nc2nc(-c3sc(C)nc3C)cs2)c1
  A: -21%; B: -5%; C: 4%; D: -14%; E: -10%; F: 4%; G: -7; H: -9%; I: 10%

Cc1nn(CC(=O)N2CCN(c3ccccc3)CC2)c(=O)c2cc3cc(F)ccc3n12
  A: -6%; B: 2%; C: 4%; D: 0%; E: -22%; F: -4%; G: 3; H: x; I: 9%

C=CCOc1cccc(C2/C(=C(\O)c3ccc4c(c3)OCCO4)C(=O)C(=O)N2Cc2cccnc2)c1 (centres undefined)
  A: -3%; B: -8%; C: 41%; D: 2%; E: -10%; F: -1%; G: -3; H: -10%; I: 33%

CCOC(=O)c1ccc(NC(=O)NCCc2cnc[nH]2)cc1
  A: 3%; B: 9%; C: 47%; D: 2%; E: -8%; F: 5%; G: 0; H: 3%; I: 46%

Cc1ccc(S(=O)(=O)N(C)C)cc1NC(=O)CSc1nnnn1-c1ccc(O)cc1
  A: 4%; B: -19%; C: -8%; D: -4%; E: -6%; F: -7%; G: -5; H: 0%; I: 47%[activator]

C[C@H]1COC(=O)[C@@H](CC(=O)OC(C)(C)C)C/C=C\C[C@@H](CC(=O)N(CCO)Cc2ccccc2)C(=O)N1
  A: x; B: -9%; C: x; D: x; E: -10%; F: 1%; G: -4; H: -6%; I: 16%

Given as labelled records: entries from further up
CN(C)CCC(=O)N1c2ccccc2Sc2ccc(Cl)cc21
  Apoferritin bind: -10% | POLK inh: -9% | POLB inh: 14% | BLM inh: -4% | POLH inh: -20% | Glioma ERSR ind: -6% | LDHA block: -4 | APE1 inh: -2% | POLI inh: u
CC(C)COC(=O)C(C#N)c1nc2ccccc2nc1N1CCN(Cc2ccccc2)CC1 (centres undefined)
  Apoferritin bind: 5% | POLK inh: -10% | POLB inh: 19% | BLM inh: -3% | POLH inh: 3% | Glioma ERSR ind: 0% | LDHA block: 3&-5 | APE1 inh: 2% | POLI inh: -7%
CCN(CC)C(=O)Nc1ccc(C(=O)OC)cc1
  Apoferritin bind: -11% | POLK inh: 3% | POLB inh: 14% | BLM inh: -2% | POLH inh: -12% | Glioma ERSR ind: 0% | LDHA block: -10 | APE1 inh: 2% | POLI inh: -1%

These rows are one share of the data; the hit share may differ from the screen's.
